# Source: PubChem
# GPR55 activation – selective activators of receptor GPR55 – imaging, U2OS cells, beta-arrestin-GFP redistribution, primary screen (AID 1961). U2OS GPR55 beta-arrestin-GFP redistribution imaging; higher % means a stronger effect. one-dose activation, % at 10 µM; EC50 in µM for titrated hits. actives 0.048% (n = 290,000);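 active means activation above 40% with more than 50 cells counted in the well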;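 further: U2OS osteosarcoma cells stably expressing GPR55 and beta-arrestin-GFP; plate controls were DMSO negative control for no effect and LPI positive control for full effect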
# NTR1 agonist – NTR1-driven beta-arrestin-GFP spot formation – imaging, U2OS cells, high content, primary screen (AID 493036). P30989. agonist mode. activation, % at 20 µM. actives 0.17% (n = 330,000);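 active means activation at or above 40% of the spot to cytoplasm intensity ratio, with at least 20 cells analyzed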;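 further: 0% = DMSO without peptide and 100% = 100 nM NTR1 peptide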
# Target sequence (P30989 whole entry, looked up): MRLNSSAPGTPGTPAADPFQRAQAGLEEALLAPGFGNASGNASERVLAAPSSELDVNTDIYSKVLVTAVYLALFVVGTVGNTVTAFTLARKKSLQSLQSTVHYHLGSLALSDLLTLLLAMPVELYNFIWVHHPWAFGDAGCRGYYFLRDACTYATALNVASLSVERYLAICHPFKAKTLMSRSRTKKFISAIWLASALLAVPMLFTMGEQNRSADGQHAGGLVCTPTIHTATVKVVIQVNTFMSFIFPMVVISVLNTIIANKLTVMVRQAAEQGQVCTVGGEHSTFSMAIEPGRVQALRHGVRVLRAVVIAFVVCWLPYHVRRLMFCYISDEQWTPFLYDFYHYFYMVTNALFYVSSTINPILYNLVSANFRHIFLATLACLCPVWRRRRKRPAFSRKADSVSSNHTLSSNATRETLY
# GPR55 LPI antagonism – GPR55 antagonists blocking LPI-driven arrestin recruitment, primary screen, imaging, U2OS, beta-arrestin-GFP, LPI agonist (AID 2013) | U2OS GPR55 beta-arrestin-GFP translocation imaging, LPI antagonism; higher % means a stronger effect | inhibition, % at 10 µM; hits with a dose series show IC50 in µM | actives 0.13% (n = 290,000);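 active means spots per cell inhibited over 60%, with over 100 cells counted and total cytoplasm intensity under 500,000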;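 further: U2OS cells stably carrying GPR55 and arrestin-GFP stimulated by 5 µM LPI near EC80; imaged beta-arrestin-GFP aggregate spots per cell after agonist stimulation; plate controls were LPI-stimulated DMSO wells for no effect and DMSO wells without LPI for full effect; some results filed as inactive read as strong as hits; confirmed hits need IC50 under 10 µM and bright autofluorescent wells are also inconclusive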
# KOR beta-arrestin-1 – KOR antagonists, beta-arrestin recruitment, cell-based, luminescence, uHTS (AID 1778). KOR beta-arrestin recruitment, luminescence, antagonist mode; higher % means a stronger effect. inhibition, % at 10 µM, or IC50 in µM where a hit was titrated. actives 0.091% (n = 290,000); further: strong numbers were not always called active
# T cell modulator – T cell immune modulation candidate. 2C CD8+ T cell-vesicle binding, flow cytometry; active compounds read low. calls only at 7 µM. actives 0.068% (n = 330,000). AID 2052;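 active means response, share of CD8 T cells binding vesicles, and their 90th percentile fluorescence all below set limits, cut at about 80% in these data, passing the limit was not always enough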
#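 Material: murine 2C transgenic CD8+ T lymphocytes / Also added: QL9-peptide-loaded Drosophila micro-vesicles bearing Ld, ICAM-1 and B7-1 / Schedule: binding step 1.5 h, 37 °C, antibody labelling 20 min, ice / Signal: flow cytometry, PE anti-B7-1 (FL2) versus Alexa647 anti-CD8 (FL8), PFA-fixed / Evaluation: percent CD8+ FL2 mean versus row control / Benchmarks: naked versus QL9-loaded vesicles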
# NOD1 NF-kB reporter – NOD1 signaling inhibitors, primary screen, cell-based, luminescence, uHTS (AID 1578) | actives 1% (n = 290,000) | inhibition, % at 4 µM, or EC50 in µM where a hit was titrated | NOD1-driven NF-kB luciferase reporter cells, luminescence; higher % means a stronger effect; in the data active means inhibition mostly above about 36%, no sharp cut-off; inactive means mostly below about 34%;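 further: HEK-293T reporter cells stimulated with the NOD1 agonist gamma-tri-DAP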
# HEK293 NOD2/NF-kB – inhibition of NOD2-driven NF-kB reporter – cell-based, luminescence, uHTS, HEK293 (AID 1566); HEK293 NOD2/NF-kB luciferase reporter, luminescence; higher % means a stronger effect; one-dose inhibition, % at 4 µM; EC50 in µM for titrated hits; actives 0.63% (n = 290,000); further: many of its hits are not listed in these tables
# KOR beta-arrestin-2 – KOR agonists, beta-arrestin recruitment, primary screen, cell-based, luminescence, uHTS (AID 1777). KOR beta-arrestin recruitment, luminescence; higher % means a stronger effect. activation, % at 10 µM; hits with a dose series show EC50 in µM. actives 0.02% (n = 280,000); in the data active means activation above about 50%, passing the limit was not always enough; further: a part of the inactive calls stands beside numbers as strong as those of hits
# Myeloid diff MLP – myeloid differentiation induction; ER-HoxA9 myeloid progenitors, lysozyme-GFP differentiation, flow cytometry; AID 624256; calls only at 10 µM; actives 1% (n = 360,000);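 active means normalized GFP-positive differentiation at or above the plate's own cutoff, the solvent-only control mean plus 3 SD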;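 further: cells exposed to compound for four days before flow analysis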
# T cell modulator vesicle-bound % – also measured in T cell modulator; calls as there; double positive events, %; measured here: CD8+ vesicle-bound cell fraction;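 binding gate set so that unloaded-vesicle control wells show 10% double positive cells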
# NTR1 agonist cell count 20 µM – second read-out of NTR1 agonist, no call of its own (marks repeat the call); cell count; measured here: cell count, cytotoxicity flag
# Myeloid diff MLP GFP+ MAC1+ % – also measured in Myeloid diff MLP; calls as there; GFP+ MAC1+ double positive, %; measured here: differentiation confirmed by MAC1 staining
# Numbers without * were called inactive; i = inactive; / = not tested or not shown; [ ] = another dose, or the depositor's remark. Unless noted, no stated cut-off is given here; in the data, active means inhibition above about 50%; inactive means the rest. Some of the compounds tested, so the mix of outcomes need not match the whole.
molecule,NTR1 agonist cell count 20 µM,T cell modulator vesicle-bound %,NOD1 NF-kB reporter,Myeloid diff MLP GFP+ MAC1+ %,GPR55 LPI antagonism,NTR1 agonist,T cell modulator,HEK293 NOD2/NF-kB,KOR beta-arrestin-1,GPR55 activation,KOR beta-arrestin-2,Myeloid diff MLP
COc1ccc(CNc2ncc(-c3ccc(Br)cc3)n2C)cc1OC,57,/,20%,0.5,-2%,-1.0,/,12%,-40%[20 µM],-0.1%,2.9%,i
CCCCNC(=O)c1ccc(CS(=O)(=O)c2ccc(OC)cc2)o1,65,62,13%,2.2,-15%,1.7,i,3%,-1%,0.2%,-5.5%,i
FC(F)(F)c1ccc(C2[C@H]3CN(CC4CCCCC4)[C@H](c4ccccc4)C34CC2(c2cccnc2)C4)cc1 (stereo partly specified),46,40,-3%,0.5,14%,0.2,i,12%,-7%,0.3%,1.4%,i
CCOC(=O)C1(CCOc2ccccc2)CCN(Cc2cccc(OC)c2O)CC1,62,28,-10%,0.4,5%,2.6,i,-18%,-46%[20 µM],0.1%,5.7%,i
O=C(N/N=C/c1ccncc1)c1ccc(-n2cccc2)cc1,62,47,21%,1.6,15%,-0.4,i,9%,24%,0.7%,5.5%,i
O=C1CC(=O)C(n2cncn2)C(c2c(F)cccc2Cl)C1 (stereo unspecified),53,63,-15%,1.7,17%,1.7,i,2%,-24%,-0.2%,-0.7%,i
CN(C)CCCOc1ccc(C(C)(C)c2ccccc2)cc1,80,21,5%,1.3,-6%,-1.6,i,14%,-8%,-0.1%,-4.2%,i
COc1cccc(CCNC(=O)c2cccc(NC(=O)C3=C(C)OCCS3)c2)c1,67,35,-7%,2.6,-7%,0.5,i,22%,-36%,-0.2%,7.5%,i
COC(=O)CSc1nnc(-c2ccncc2)n1N,99,35,-14%,0.7,6%,1.3,i,-6%,-18%,-0.4%,-2.0%,i
Cc1ccc(NC(=S)NCc2ccccc2)cc1S(=O)(=O)N1CCCCC1,39,34,-12%,0.0,-24%,6.9,i,-9%,-54%,2.0%,2.0%,i
CCn1c(C(=O)OC)cc2c1ccn2-c1ccc(F)cc1,84,54,-31%,0.2,-5%,-5.6,i,-52%,-29%,0.2%,-2.1%,i
C=C(C)C1CC=C(C)/C(=N/NC(=O)c2ccc(NC(=O)CCC)cc2)C1 (stereo unspecified),58,24,-23%,1.2,44%,-0.5,i,8%,-12%,-0.1%,1.3%,i
CC1(C)CC(=O)c2cc(OCC(=O)N3CCN(c4ccccc4F)CC3)ccc2O1,47,47,-8%,6.7,9%,1.2,i,29%,20%,0.5%,0.6%,i
CCOc1cccc(/C=N/N2C(C)CCCC2C)c1O (stereo unspecified),85,50,-3%,1.0,47%,1.6,i,5%,-15%,0.4%,-5.5%,i
Cc1ccc(C)c(OCc2cc(C(=O)N3CCN(C(=O)c4ccco4)CC3)no2)c1,58,45,-59%,0.8,0%,0.4,i,-36%,-31%,0.3%,5.4%,i
COc1ccc(Cl)cc1C(=O)NNC1CC(=O)N(Cc2ccc(Cl)cc2)C1=O (stereo unspecified),61,46,-15%,0.3,5%,3.4,i,4%,17%,-0.4%,-3.0%,i
O=C(NCCN1CCCC1)C1CCN(S(=O)(=O)N2CCC3(CC2)OCCO3)CC1,51,44,-1%,6.7,16%,1.7,i,17%,-7%,0.2%,-10%,i
COc1ccc(NC(=O)CCn2c(=S)[nH]c3ccccc3c2=O)cc1,45,21,-39%,0.0,0%,-0.2,i,4%,8%,-0.1%,-0.1%,i
CCOC(=O)C1=C(C)NC(=O)NC1c1ccc(OCC(=O)OC)c(OC)c1 (stereo unspecified),53,39,-13%,/,2%,0.2,i,2%,-26%,-0.1%,-6.0%,/
COc1ccc(CCNCc2c(OC)ccc3ccccc23)cc1OC,85,29,6%,0.5,2%,-0.9,i,14%,-1%,-0.1%,-3.8%,i
N#C/C(=C1/CCCCCN1)c1nnc2n1CCCCC2,54,46,0%,2.5,-16%,3.8,i,15%,32%,-0.2%,0.4%,i
O=C(CSc1nc(-c2ccc(F)cc2)cs1)Nc1ccccn1,88,48,-14%,0.4,9%,0.5,i,10%,/,0.9%,31%,i
O=c1cc(Cl)[nH]c(=O)n1CCNc1ncc(C(F)(F)F)cc1Cl,43,54,-38%,0.8,-2%,-0.4,i,-58%,5%,-0.1%,-3.0%,i
COc1ccc(CCN2CC(C(=O)NCCN3CCNC3=O)CCC2=O)cc1 (stereo unspecified),50,3,-13%,0.3,8%,-0.6,i,6%,-9%,-0.3%,6.1%,i

# Another view of 13 compounds above:
# Each structure is followed by: NTR1 agonist cell count 20 µM | T cell modulator vesicle-bound % | NOD1 NF-kB reporter | Myeloid diff MLP GFP+ MAC1+ % | GPR55 LPI antagonism | NTR1 agonist | T cell modulator | HEK293 NOD2/NF-kB | KOR beta-arrestin-1 | GPR55 activation | KOR beta-arrestin-2 | Myeloid diff MLP
- C=C(C)C1CC=C(C)/C(=N/NC(=O)c2ccc(NC(=O)CCC)cc2)C1 (stereo unspecified)
  58 | 24 | -23% | 1.2 | 44% | -0.5 | i | 8% | -12% | -0.1% | 1.3% | i
- CC1(C)CC(=O)c2cc(OCC(=O)N3CCN(c4ccccc4F)CC3)ccc2O1
  47 | 47 | -8% | 6.7 | 9% | 1.2 | i | 29% | 20% | 0.5% | 0.6% | i
- CCOc1cccc(/C=N/N2C(C)CCCC2C)c1O (stereo unspecified)
  85 | 50 | -3% | 1.0 | 47% | 1.6 | i | 5% | -15% | 0.4% | -5.5% | i
- Cc1ccc(C)c(OCc2cc(C(=O)N3CCN(C(=O)c4ccco4)CC3)no2)c1
  58 | 45 | -59% | 0.8 | 0% | 0.4 | i | -36% | -31% | 0.3% | 5.4% | i
- COc1ccc(Cl)cc1C(=O)NNC1CC(=O)N(Cc2ccc(Cl)cc2)C1=O (stereo unspecified)
  61 | 46 | -15% | 0.3 | 5% | 3.4 | i | 4% | 17% | -0.4% | -3.0% | i
- O=C(NCCN1CCCC1)C1CCN(S(=O)(=O)N2CCC3(CC2)OCCO3)CC1
  51 | 44 | -1% | 6.7 | 16% | 1.7 | i | 17% | -7% | 0.2% | -10% | i
- COc1ccc(NC(=O)CCn2c(=S)[nH]c3ccccc3c2=O)cc1
  45 | 21 | -39% | 0.0 | 0% | -0.2 | i | 4% | 8% | -0.1% | -0.1% | i
- CCOC(=O)C1=C(C)NC(=O)NC1c1ccc(OCC(=O)OC)c(OC)c1 (stereo unspecified)
  53 | 39 | -13% | / | 2% | 0.2 | i | 2% | -26% | -0.1% | -6.0% | /
- COc1ccc(CCNCc2c(OC)ccc3ccccc23)cc1OC
  85 | 29 | 6% | 0.5 | 2% | -0.9 | i | 14% | -1% | -0.1% | -3.8% | i
- N#C/C(=C1/CCCCCN1)c1nnc2n1CCCCC2
  54 | 46 | 0% | 2.5 | -16% | 3.8 | i | 15% | 32% | -0.2% | 0.4% | i
- O=C(CSc1nc(-c2ccc(F)cc2)cs1)Nc1ccccn1
  88 | 48 | -14% | 0.4 | 9% | 0.5 | i | 10% | / | 0.9% | 31% | i
- O=c1cc(Cl)[nH]c(=O)n1CCNc1ncc(C(F)(F)F)cc1Cl
  43 | 54 | -38% | 0.8 | -2% | -0.4 | i | -58% | 5% | -0.1% | -3.0% | i
- COc1ccc(CCN2CC(C(=O)NCCN3CCNC3=O)CCC2=O)cc1 (stereo unspecified)
  50 | 3 | -13% | 0.3 | 8% | -0.6 | i | 6% | -9% | -0.3% | 6.1% | i

# The list continues:
molecule,NTR1 agonist cell count 20 µM,T cell modulator vesicle-bound %,NOD1 NF-kB reporter,Myeloid diff MLP GFP+ MAC1+ %,GPR55 LPI antagonism,NTR1 agonist,T cell modulator,HEK293 NOD2/NF-kB,KOR beta-arrestin-1,GPR55 activation,KOR beta-arrestin-2,Myeloid diff MLP
N#CC(C#SN)=C1CCCCC1,62,27,-7%,0.5,-12%,0.9,i,9%,-15%,-0.1%,-7.3%,i
O=C(c1cccs1)N1CCN(c2ccc([N+](=O)[O-])cc2F)CC1,92,52,9%,0.0,-3%,0.1,i,21%,8%,0.0%,-5.0%,i
CC(=O)C1(C)OC(N)=C(C#N)C(c2ccccc2)C1(C#N)C#N (stereo unspecified),90,41,13%,5.7,8%,2.3,i,12%,9%,0.1%,-1.3%,i
Cc1nc(SCC(N)=O)[nH]c(=O)c1CCC(C)C,44,59,-32%,0.7,7%,0.5,i,-9%,-17%,-0.1%,3.2%,i
COc1ccc(NCc2cccnc2)cc1,36,54,-41%,0.3,-3%,1.2,i,-7%,-7%,-0.2%,-1.0%,i
CCOC(=O)CCn1nc(-c2ccc(C)cc2)c2ccccc2c1=O,55,58,-30%,0.0,-10%,1.7,i,18%,-54%[20 µM],0.1%,/,i
O=C(CSCc1ccc(Cl)cc1)NN=C1CCCCCC1,33,47,-30%,0.6,0%,0.6,i,-4%,-3%,0.2%,7.8%,i
Cc1ccc(S(=O)(=O)N2CCC(n3nnc4cc(C)ccc43)CC2)cc1,62,34,-12%,5.1,3%,0.6,i,15%,6%,-0.5%,4.0%,i
CSc1cccc(NC(=O)C2CCCN(S(=O)(=O)c3cccs3)C2)c1 (stereo unspecified),45,33,34%,0.3,10%,0.2,i,6%,-10%,0.2%,-1.9%,i
Cc1nn(C)c(C(=O)NNC(=O)Nc2cccc(C(F)(F)F)c2)c1Cl,45,2,-28%,0.5,-14%,1.4,i,0%,-17%,-0.1%,-1.8%,i
CCn1c(SCC(=O)O)nnc1-c1ccc2[nH]c(C)c(C)c2c1,30,30,-16%,0.8,-5%,4.1,i,-4%,-48%,0.1%,1.9%,i
OC(COCC1COc2ccccc2O1)CN1CCCCC1 (stereo unspecified),83,13,-2%,0.2,1%,-0.7,i,6%,-10%,-0.2%,-3.1%,i
C(=N\N1CCN(Cc2cccc3ccccc23)CC1)/c1cccnc1,75,8,/,0.8,-18%,0.9,i,3%,-8%,0.2%,2.2%,i
O=C1CC(NCCC2=CCCCC2)C(=O)N1c1cccc(Cl)c1Cl (stereo unspecified),54,28,-6%,/,6%,3.6,i,-25%,-22%,-0.1%,5.0%,/
